Efflux pump inh – antifungal efflux pump inhibition, Nile Red retention. inhibition, % at 10 µM. S. cerevisiae Candida pump triplex. hit rate 0.44% among 330,000;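 active means plate passing quality check with inhibition over a set limit, or well fluorescence over plate mean plus 4 SD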;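 further: Nile Red retained in pooled yeast measured as flow cytometry median fluorescence; 0% = buffer negative control and 100% = Enniatin B positive control; higher means more Nile Red kept so more efflux inhibition; some compounds called inactive have numbers as strong as hits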
GASC-1 inh – inhibitors of human GASC-1 (JMJD2C) demethylase; AID 2099; inhibition, % at 2.35 µM; hit rate 0.069% among 330,000; Q9H3R0; GST-JMJD2C(1-420) H3K9me3 demethylation, DELFIA europium;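 active means more than half of a compound's replicate wells show inhibition beyond 50%, single wells judged on their own value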;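 further: signal counts dimethyl H3K9 product captured on neutravidin plate; 0% = median of DMSO wells and 100% = 0.3 times that DMSO median; strong numbers were not always called active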
Target sequence (Q9H3R0 1-420 limits assumed): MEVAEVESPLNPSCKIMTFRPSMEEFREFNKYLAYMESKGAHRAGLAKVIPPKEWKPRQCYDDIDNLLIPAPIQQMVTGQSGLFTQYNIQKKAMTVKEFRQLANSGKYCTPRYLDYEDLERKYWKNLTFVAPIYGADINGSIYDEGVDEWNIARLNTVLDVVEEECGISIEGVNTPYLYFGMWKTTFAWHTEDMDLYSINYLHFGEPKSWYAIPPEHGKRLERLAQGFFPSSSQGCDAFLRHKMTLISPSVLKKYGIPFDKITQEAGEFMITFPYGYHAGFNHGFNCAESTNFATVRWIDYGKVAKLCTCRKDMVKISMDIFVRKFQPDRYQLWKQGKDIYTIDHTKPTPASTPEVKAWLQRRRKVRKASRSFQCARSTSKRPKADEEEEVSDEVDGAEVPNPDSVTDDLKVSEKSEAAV
Active calls of the source: *. These rows are one share of the data; the hit share may differ from the screen's.

Results follow in this order: Efflux pump inh, GASC-1 inh
> COc1ccc(C(=O)N2CC(=O)Nc3ccc(F)cc3C2c2ccccc2)cc1 (centres undefined)
  0.1, -2
> COc1ccc(OC)c2c1cc(C(=O)N[C@H](C(=O)N1CCC(C(=O)O)CC1)C(C)C)n2C
  -0.4, 5
> CC(C)C(NC(=O)CCN1C(=O)c2ccccc2C1=O)c1ccccc1 (centres undefined)
  0.1, 48
> Cc1c(CCC(=O)NCCCCCC(=O)O)c(=O)oc2cc3occ(-c4ccccc4)c3cc12
  0.6, 0
> COc1ccc(OC)c(C(C)NC(=O)C(C)Cc2ccccc2)c1 (centres undefined)
  0.0, 4
> C=C(C)COc1ccc(C2NC(=O)c3ccccc3O2)cc1OCC (centres undefined)
  0.0, -9
> CC(=O)c1ccc(OCCn2c(SCC(=O)O)nc3ccccc32)cc1
  0.0, 12
> CC(=O)OCCn1c2nc(=O)[nH]c(=O)c-2nc2cc(C)c(C)cc21
  0.7*, -6
> C#CCN(C(=O)c1ccc(OC)c(OC2CCN(C(C)C)CC2)c1)C1CCCCC1
  0.0, 7
> Cc1nc(C)c(-c2csc(Nc3ccc(C(=O)O)c(O)c3)n2)s1
  0.2, 7
> COc1ccccc1NC(=O)c1ccc2c(c1)C(=O)N(Cc1ccco1)C2=O
  -0.1, -3
> Cc1ccc(OCC(=O)Nc2ccc(NC(=O)c3ccccc3)c(C)c2)cc1
  0.3, -3
> COc1ccc(OCC(O)CN2CCCC2)cc1 (centres undefined)
  0.0, 15
> CCC(C)(C)NC(=O)CSc1nc(Cc2ccccc2)nc2ccccc12
  0.0, 7
> CCn1c2ccc(F)cc2c2nnc(SCCN3CCCCC3)nc21
  0.0, -2
> CN1c2ccc([N+](=O)[O-])cc2N(C)C1(C)c1ccccc1 (centres undefined)
  0.1, 8
> COc1ccc(NC(=O)/C(C#N)=C/c2ccc(-c3ccc(Cl)c(C(=O)O)c3)o2)cc1
  0.1, -9
> CCOc1ccc(NC(=O)NN2C(C)CCCC2C)cc1 (centres undefined)
  0.0, -8
> C[N+](C)(C)CCNC(=O)c1cc[n+](Cc2ccccc2)c(/C=N/O)c1
  -0.1, 3
> COc1ccccc1N1CCN(C2CC(=O)N(c3cccc(Br)c3)C2=O)CC1 (centres undefined)
  0.1, 12
> O=C(C1CCC1)N1CCN(c2ccc(Cl)cc2)CC1
  0.0, 14
> COc1ccc(-c2nn(CCC#N)cc2C(=O)Nc2cccc(C(=O)O)c2)cc1OC
  0.0, 6
> O=C(O)CCCCCNS(=O)(=O)c1ccc2c3c(cccc13)C(=O)N2
  -0.1, -5
> COc1cc2c(cc1OC)C(C1(O)CCCCC1)NCC2 (centres undefined)
  -0.2, 4
> O=C(O)Cc1ccc(NC(=O)Nc2ccc3c(c2)OCO3)cc1
  -0.1, -5
> C/C(Cc1ccccc1)=N\NC(=O)c1ccccn1
  0.2, 3
> COc1cc(CNc2ccc3[nH]c(=O)[nH]c3c2)cc(Br)c1OCc1ccccc1F
  -0.1, 7
> Fc1cc(F)nc(NCc2ccccc2)n1
  -0.1, -2
> Cc1cc(OCC(=O)NNC(=S)NC(=O)c2ccc(Br)o2)ccc1Cl
  -0.1, -6
> CC(=O)c1cccc(NS(=O)(=O)N2CCOCC2)c1
  0.1, 0

Some of the entries above, reformatted:
molecule | Efflux pump inh | GASC-1 inh
O=C(O)CCCCCNS(=O)(=O)c1ccc2c3c(cccc13)C(=O)N2 | -0.1 | -5
O=C(C1CCC1)N1CCN(c2ccc(Cl)cc2)CC1 | 0.0 | 14
C[N+](C)(C)CCNC(=O)c1cc[n+](Cc2ccccc2)c(/C=N/O)c1 | -0.1 | 3
Cc1cc(OCC(=O)NNC(=S)NC(=O)c2ccc(Br)o2)ccc1Cl | -0.1 | -6
COc1ccc(-c2nn(CCC#N)cc2C(=O)Nc2cccc(C(=O)O)c2)cc1OC | 0.0 | 6

The list goes on:
Results follow in this order: Efflux pump inh, GASC-1 inh
> COc1ccc(NC(=S)NC(=O)c2cc3ccccc3o2)c(OC)c1
  0.0, 0
> CN(c1ccccc1C(=O)Nc1ccccc1-c1ccccc1)S(C)(=O)=O
  0.0, 2
> COc1ccc(OC)c2c(C)cc(N3CCCCCC3)nc12
  -0.1, -1
> Cc1ccc(C(CC(=O)N2CCCC2)c2ccccc2)c(O)c1 (centres undefined)
  0.0, -1
> O=S(=O)(c1ccccc1)N1CCN(C(=S)NC2CCCC2)CC1
  0.2, 5
> COc1ccc(C(=O)Nc2nc3ccc(OC)cc3s2)cc1
  -0.1, 9
> CCCOC(=O)C1=C(C)NC(=O)NC1c1cccc2ccccc12 (centres undefined)
  0.2, 5
> O=C(C(=O)N1CCCCCC1)c1c[nH]c2ccccc12
  0.0, -7
> CCc1ccc(OC(=O)Nc2ccccc2)cc1
  -0.1, 0
> CCN(CC)S(=O)(=O)c1ccc2[nH]c(=O)c3ccccc3c2c1
  -0.1, 3
> COc1ccccc1NS(=O)(=O)c1ccc(C(=O)NCC(c2ccccc2OC)N(C)C)cc1 (centres undefined)
  -0.5, 10
> Cn1c(=O)c2c(nc(Oc3ccccc3Cl)n2C)n(C)c1=O
  0.0, -2
> CC(O)[C@H](NC(=O)C1CCN(C(=O)[C@H](Cc2ccccc2)NC(=O)OC(C)(C)C)CC1)C(=O)O (some centres undefined)
  0.5, 9
> Cc1c(CC(=O)NCCCCCC(=O)O)c(=O)oc2cc3c(cc12)CCC(C)(C)O3
  -0.1, 4
> CN1C(=O)/C(=C/c2cn(CC(=O)N3CCCCC3)c3ccccc23)NC1=S
  -0.2, 5

Record cards (already shown).
COc1ccc(C(=O)Nc2nc3ccc(OC)cc3s2)cc1 in the list: Efflux pump inh: -0.1; GASC-1 inh: 9
COc1ccccc1NS(=O)(=O)c1ccc(C(=O)NCC(c2ccccc2OC)N(C)C)cc1 (centres undefined) in the list: Efflux pump inh: -0.5; GASC-1 inh: 10

Next section
> OCCNCC(O)CN1c2ccccc2Sc2ccccc21 (centres undefined)
  Efflux pump inh: 0.0
  GASC-1 inh: 2
> COC(=O)[C@@H](Cc1c[nH]c2ccccc12)NC(=O)C1CCCN(S(=O)(=O)c2ccc(C)cc2)C1 (some centres undefined)
  Efflux pump inh: 0.0
  GASC-1 inh: 5
> COc1ccc(NC(=O)NC2CCCc3ccccc32)cc1 (centres undefined)
  Efflux pump inh: 0.0
  GASC-1 inh: 3
> CCc1nc2oc3ccccc3c(=O)c2cc1C(=O)OC
  Efflux pump inh: 0.1
  GASC-1 inh: 4
> CC1=NN(C(=O)c2ccccc2C)C(O)(c2ccc(Cl)cc2)C1 (centres undefined)
  Efflux pump inh: 0.1
  GASC-1 inh: -7
> N#CC1=C(N)Oc2cc(N)ccc2C1c1cccc(Br)c1 (centres undefined)
  Efflux pump inh: 0.0
  GASC-1 inh: -25
> Cn1c(=O)n(CCO)c(=O)c2c1nc(Br)n2Cc1ccccc1
  Efflux pump inh: -0.1
  GASC-1 inh: 0
> O=C1C(=O)N(CCCN2CCOCC2)C(c2ccc(Cl)cc2)/C1=C(/O)c1ccc(F)cc1 (centres undefined)
  Efflux pump inh: 0.0
  GASC-1 inh: 24
> COC(=O)c1ccc(CNC(=O)Cn2cnnn2)cc1
  Efflux pump inh: 0.0
  GASC-1 inh: 2
> CCOc1ccc2c(c1)c1nc3ccccc3nc1n2C
  Efflux pump inh: 0.0
  GASC-1 inh: -1

No new results follow: an excerpt of the list.
> O=C1C(=O)N(CCCN2CCOCC2)C(c2ccc(Cl)cc2)/C1=C(/O)c1ccc(F)cc1 (centres undefined)
  Efflux pump inh: 0.0
  GASC-1 inh: 24
> COC(=O)c1ccc(CNC(=O)Cn2cnnn2)cc1
  Efflux pump inh: 0.0
  GASC-1 inh: 2
> CCOc1ccc2c(c1)c1nc3ccccc3nc1n2C
  Efflux pump inh: 0.0
  GASC-1 inh: -1

(cont.)
> CCc1ccc(N2CCN(S(=O)(=O)CC34CCC(CC3=O)C4(C)C)CC2)cc1 (centres undefined)
  Efflux pump inh: 0.0
  GASC-1 inh: -5
> Cn1c(=O)c2c(nc(Oc3ccccc3Br)n2C)n(C)c1=O
  Efflux pump inh: 0.1
  GASC-1 inh: 0
> CSCCC(NS(=O)(=O)c1ccc(C)cc1)C(=O)NNC(=O)c1csc(N2CCOCC2)n1 (centres undefined)
  Efflux pump inh: -0.3
  GASC-1 inh: 22
> O=[N+]([O-])c1ccc(/C=N/Nc2ncc(Br)cn2)cc1
  Efflux pump inh: 0.0
  GASC-1 inh: 1
> CCCn1nc(NC(=O)COC)c2cc3cc(C)ccc3nc21
  Efflux pump inh: 0.0
  GASC-1 inh: -2
> CCOC(=O)C1=C(C)N=c2s/c(=C\c3ccc(C(=O)O)cc3)c(=O)n2C1c1ccc(F)cc1 (centres undefined)
  Efflux pump inh: 0.1
  GASC-1 inh: 6
> COc1cc(O)c2c(=O)c(-c3ccc(O[C@@H]4O[C@H](CO)[C@@H](O)[C@H](O)[C@H]4O)cc3)coc2c1
  Efflux pump inh: 0.0
  GASC-1 inh: -2
> CCOc1ccc(CN2CCSCC2)cc1
  Efflux pump inh: 0.0
  GASC-1 inh: -1
> COc1ccc(CNC(=O)c2ccc3oc(C(C)C)nc3c2)cc1
  Efflux pump inh: 1.3
  GASC-1 inh: -3
> C/C(=N/NC(=O)c1ccncc1)c1ccc(NC(=O)c2ccccc2)cc1
  Efflux pump inh: 0.0
  GASC-1 inh: 2

> CC1(C(=O)O)CCC(C(=O)Nc2ccc(Cl)c(Cl)c2)C1(C)C (centres undefined)
  Efflux pump inh: 0.0
  GASC-1 inh: 2
> Cn1cc([N+](=O)[O-])c(C(=O)NC2CCCCCC2)n1
  Efflux pump inh: 0.5
  GASC-1 inh: 5
> O=C(NC(=S)Nc1ccc(N2CCOCC2)cc1)c1cccc(Cl)c1Cl
  Efflux pump inh: 0.0
  GASC-1 inh: 2
> CN(C)CCn1c(NCc2ccc3c(c2)OCO3)nc2ccccc21
  Efflux pump inh: -0.1
  GASC-1 inh: 18
> Cc1ccc(C)c(C(C)NC(=S)NC2CCCCC2)c1 (centres undefined)
  Efflux pump inh: -0.1
  GASC-1 inh: 0
> CCOc1ccc(NC(=O)CN(C)C(=O)c2ccc(=O)[nH]c2)cc1OCC
  Efflux pump inh: -0.7
  GASC-1 inh: -11
> CC(=O)Oc1ccccc1-c1nc(/C=C/c2ccccc2)no1
  Efflux pump inh: -0.1
  GASC-1 inh: 0
> O=C(Nc1ccccc1O)c1ccc2c(c1)C(=O)N(Cc1ccco1)C2=O
  Efflux pump inh: -0.1
  GASC-1 inh: 2

Assay outcomes: PubChem BioAssay, several laboratories
